Assay outcomes: PubChem, Southern Research Specialized Biocontainment Screening Center
PhoP GFP inhibition: PhoP regulon inhibitors, Salmonella typhi PhoP promoter GFP reporter, confirmatory (AID 1850); Salmonella Typhi PhoP-promoter GFP reporter, fluorescence, 4 h; higher % means a stronger effect; inhibition, % at 50 µM; hits with a dose series show IC50 in µM; 310,000 compounds, 0.33% hits; in the data active means a potency from the dose series; inconclusive means inhibition mostly from about 25% at the one dose, without a potency; inactive means the rest, 99 in 100 with inhibition below about 19%;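 further: 0% = induced wells with vehicle and 100% = uninduced wells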
H37Rv inhibition: M. tuberculosis growth inhibition, HTS (AID 449762). 330,000 compounds, 0.59% hits. one-dose inhibition, % at 25 µM; IC50 in µM for titrated hits. M. tuberculosis H37Rv growth inhibition, 7H9 media; higher % means a stronger effect; in the data active means a potency from the dose series; inconclusive means inhibition above about 70% without an active follow-up result;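 further: bacterial growth assessed after seven days of incubation; strong numbers were not always called active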
influenza NS1A: NS1A inhibition, H1N1 influenza, cell based functional assay (AID 504329); inhibition, % at 12.5 µM, or IC50 in µM where a hit was titrated; 340,000 compounds, 0.3% hits; NS1A functional cell-based assay, percent inhibition; higher % means a stronger effect; in the data active means a potency from the dose series; inconclusive means inhibition above about 27% without an active follow-up result; further: strong numbers were not always called active
tuberculosis growth: growth inhibition of non-replicating M. tuberculosis (AID 488890); Mycobacterium tuberculosis non-replicating, growth inhibition; higher % means a stronger effect; one-dose inhibition, % at 25 µM; IC50 in µM for titrated hits; 320,000 compounds, 0.39% hits; in the data active means a potency from the dose series; inconclusive means inhibition mostly from about 82% at the one dose, without a potency; inactive means the rest, 99 in 100 with inhibition below about 76%;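 further: plate controls were DMSO cells for no effect and high antibiotic wells for full effect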
inhibitors of VEEV: inhibitors of VEEV TC-83 cytopathic effect, confirmation, Vero cells (AID 588727); Vero cells, VEEV TC-83 cytopathic effect inhibition; higher % means a stronger effect; one-dose inhibition, % at 20 µM; IC50 in µM for titrated hits; 350,000 compounds, 0.13% hits; in the data active means a potency from the dose series; inconclusive means inhibition mostly from about 14% at the one dose, without a potency; inactive means the rest, 99 in 100 with inhibition below about 12%; further: strong numbers were not always called active
inhibitors of VEEV 10K pilot screen: also measured in inhibitors of VEEV; calls as there; inhibition, %; measured here: 10K pilot screen inhibition
* marks the source's active call; other numbers are inactive results; i = inactive; ? = inconclusive; nt = no result given.

SMILES	PhoP GFP inhibition	H37Rv inhibition	influenza NS1A	tuberculosis growth	inhibitors of VEEV	others
CC1CCCCC1Nc1nc2ccc(Cl)cc2n2cnnc12 (centres undefined)	1%	59%	-10%	43%	1.6%
O=c1c2oc3ccccc3c2ncn1Cc1cccc(Cl)c1	3%	5%	11%	2%	0.1%
O=C(CN1C(=O)COc2ccccc21)NCCCN1CCOCC1	-11%	10%	-3%	-17%	3.8%
C[C@]12CCC3C(CC[C@H]4C[C@@H](O)CC[C@]34C)C1C/C(=N/O)[C@@H]2O (some centres undefined)	nt	2%	-1%	-2%	2.5%
COc1cc(OC)c(NS(=O)(=O)c2ccc(Cl)c(C(=O)OC(C)C(=O)N3CCCC3)c2)cc1Cl (centres undefined)	-7%	9%	-6%	3%	8.4%
O=C(Cc1ccc(Cl)cc1Cl)Nc1ccncc1	6%	-6%	20%	25%	i
OC(COc1c(Br)cc(Br)cc1Br)CN1CCOCC1 (centres undefined)	nt	nt	8%	nt	5.5%
CCOC(=O)c1c(C)n(C)c2cc(OCCN(CC)CC)ccc12	13%	-12%	4%	-16%	i
CCCCCCCc1nc2sc3c(c2c(=O)n1N)CC(C)(C)OC3	-2%	-2%	-12%	12%	0.3%
Cc1ccc(CC2CC(=O)N(c3nc(C)cc(C)n3)C2=O)cc1 (centres undefined)	7%	0%	4%	-12%	0.4%
CSc1cccc(CNC(=O)C2CCC(=O)N(CC3CCCCC3)C2)c1 (centres undefined)	1%	9%	7%	9%	1.2%
CCOC(=O)C(=O)Nc1cc(C)on1	-7%	9%	-7%	9%	0.6%
COc1ccc(CC2(CO)CCN(Cc3cnn(C)c3C)CC2)cc1	-7%	-4%	-15%	5%	0.6%
CCOC(=O)N1CCN(Cc2nc3cc(NC(=O)CC(C)C)ccc3n2CC)CC1	-3%	1%	-4%	-2%	0.5%
Cc1ccc(Cl)cc1N1CCN(C(=O)c2ccc(CN3CCOCC3)cc2)CC1	-4%	17%	-2%	31%	i
O=C(Cc1ccc(Cl)cc1)c1c[nH]c(C(=O)NCCCN2CCOCC2)c1	-5%	-2%	-7%	-2%	0.8%
O=C(Nn1c(-c2ccc(F)cc2)nc2ccccc2c1=O)c1cccnc1	-4%	1%	-14%	-7%	0.6%
OC[C@H]1O[C@@H](O[C@@H]2[C@@H](CO)O[C@@](O)(CO)[C@H]2O)[C@H](O)[C@@H](O)[C@H]1O	-24%	-1%	-1%	-10%	i
COc1ccc(S(=O)(=O)NCCCn2ccnc2)cc1Cl	-5%	-1%	-3%	24%	0.4%
CCn1cc(/C=C(\NC(=O)c2ccc(OC)c(OC)c2)C(=O)NCCCO)c2ccccc21	-10%	7%	-5%	15%	1.2%

Filtered by structure, the entries above with a Cl atom (seven)
SMILES	PhoP GFP inhibition	H37Rv inhibition	influenza NS1A	tuberculosis growth	inhibitors of VEEV	others
CC1CCCCC1Nc1nc2ccc(Cl)cc2n2cnnc12 (centres undefined)	1%	59%	-10%	43%	1.6%
O=c1c2oc3ccccc3c2ncn1Cc1cccc(Cl)c1	3%	5%	11%	2%	0.1%
COc1cc(OC)c(NS(=O)(=O)c2ccc(Cl)c(C(=O)OC(C)C(=O)N3CCCC3)c2)cc1Cl (centres undefined)	-7%	9%	-6%	3%	8.4%
O=C(Cc1ccc(Cl)cc1Cl)Nc1ccncc1	6%	-6%	20%	25%	i
Cc1ccc(Cl)cc1N1CCN(C(=O)c2ccc(CN3CCOCC3)cc2)CC1	-4%	17%	-2%	31%	i
O=C(Cc1ccc(Cl)cc1)c1c[nH]c(C(=O)NCCCN2CCOCC2)c1	-5%	-2%	-7%	-2%	0.8%
COc1ccc(S(=O)(=O)NCCCn2ccnc2)cc1Cl	-5%	-1%	-3%	24%	0.4%

Retrieved by structure from above:
SMILES	PhoP GFP inhibition	H37Rv inhibition	influenza NS1A	tuberculosis growth	inhibitors of VEEV	others
CCn1cc(/C=C(\NC(=O)c2ccc(OC)c(OC)c2)C(=O)NCCCO)c2ccccc21	-10%	7%	-5%	15%	1.2%
COc1cc(OC)c(NS(=O)(=O)c2ccc(Cl)c(C(=O)OC(C)C(=O)N3CCCC3)c2)cc1Cl (centres undefined)	-7%	9%	-6%	3%	8.4%
OC(COc1c(Br)cc(Br)cc1Br)CN1CCOCC1 (centres undefined)	nt	nt	8%	nt	5.5%
O=c1c2oc3ccccc3c2ncn1Cc1cccc(Cl)c1	3%	5%	11%	2%	0.1%
CCOC(=O)C(=O)Nc1cc(C)on1	-7%	9%	-7%	9%	0.6%

Other compounds:
SMILES	PhoP GFP inhibition	H37Rv inhibition	influenza NS1A	tuberculosis growth	inhibitors of VEEV	others
CCS(=O)(=O)Nc1cc2c3c(c1)CCC(=O)N3CCC2	0%	-8%	0%	-2%	0.1%
CCc1ccc(NC(=O)COC(=O)c2cccs2)cc1	4%	-9%	-6%	?	i
CC1CCN(C(=O)c2cccc(S(=O)(=O)N3CCN(c4ccccc4)CC3)c2)CC1	4%	-4%	0%	6%	3.4%
Cc1ccc(NC(=O)CN2CCOCC2)cc1Cl	-1%	-2%	-7%	-3%	0.4%
COc1ccccc1NC(=O)N1CCCC1C(=O)NCc1ccccc1 (centres undefined)	-14%	-9%	-4%	-7%	i	inhibitors of VEEV 10K pilot screen=0.0
O=C(COC(=O)/C=C/c1cccc(C(F)(F)F)c1)NCc1ccco1	1%	3%	-6%	31%	1.1%
CC(C)(CC(=O)O)CC(=O)Nc1ccc(Cl)c(Cl)c1	-3%	-2%	-1%	-7%	i
CCN(CC)c1ccc2cc(C(N)=O)c(=N)oc2c1	-175%	43%	nt	nt	7.4%
Cc1cccn(Cc2c(Cl)cccc2Cl)c1=O	9%	1%	nt	4%	0.4%
COc1cc(C(c2nnnn2C2CCCC2)N2CCN(C(=O)c3ccco3)CC2)cc(OC)c1OC (centres undefined)	2%	-3%	8%	2%	i
Cc1ccc(S(=O)(=O)CCC#N)cc1	8%	-7%	-7%	-2%	0.1%
COc1ccc(/C=C(\NC(=O)c2ccco2)C(=O)Nc2ccc(C(C)=O)cc2)cc1	-6%	4%	3%	-1%	1.2%
Cc1cccc(C(=O)Nc2cc(S(=O)(=O)N3CCOCC3)ccc2N2CCCCC2)c1	nt	2%	-5%	18%	5.0%
COc1ccc(Cn2nnnc2C(c2cc3cccc(C)c3[nH]c2=O)N2CCOCC2)cc1 (centres undefined)	-5%	-4%	-2%	6%	2.2%
CC1(C)C(C=C(Cl)Cl)C1C(=O)N(Cc1ccccc1Cl)C1CCS(=O)(=O)C1 (centres undefined)	-7%	4%	-3%	31%	4.0%
Cc1ccsc1/C=N/NC(=O)c1ccc2c(c1)OCCO2	6%	-1%	-20%	-10%	i
ON(CCc1ccccn1)CCc1ccccn1	nt	nt	6%	nt	1.4%
O=C(Nc1ccccc1OC(=O)N1CCOCC1)N1CCOCC1	-5%	-3%	7%	1%	1.2%
O=C(Nc1ccccc1)c1ccc(S(=O)(=O)N2CCOCC2)cc1	10%	-10%	16%	-1%	0.1%
N#CC1=C(N)Oc2n[nH]c(-c3cccs3)c2C1c1ccncc1 (centres undefined)	-2%	8%	3%	13%	0.6%
Cc1ccc(S(=O)(=O)c2nc(-c3ccccc3)oc2SCC(=O)NCC2CCCO2)cc1 (centres undefined)	1%	3%	-3%	-5%	i
COc1ccc(C(=O)NCCN=C2NS(=O)(=O)c3ccccc32)cc1	15%	1%	-9%	-5%	1.5%
Nc1nc(-c2ccccc2)[nH]c(=O)c1N	-5%	-7%	33%	1%	1.7%
Cc1ccc(CNC(=O)C(Cc2ccccc2)n2cccc2)cc1 (centres undefined)	15%	-7%	1%	16%	1.4%
CCN(CC)S(=O)(=O)c1cccc(C(=O)N2CC(O)CC2C(=O)OC)c1 (centres undefined)	10%	-7%	8%	1%	0.7%
COc1ccc(C(CCNCc2ccc(OC(C)C)cc2)c2ccccc2OC)cc1 (centres undefined)	-4%	?	3%	?	i
Cc1nc2ccccc2n1CC(O)c1ccccc1 (centres undefined)	0%	-9%	-4%	23%	1.1%
Cc1ccc(-c2cc(C(=O)NCCCN3CCOCC3)c3ccc(Cl)c(C)c3n2)cc1	-10%	?	22%	77%	i
Nc1cc2c(cc1Cl)-c1ccc(Cl)cc1C2=O	nt	nt	17%	nt	i
Cc1cc(SCCOc2ccc(Br)cc2)nc(N)n1	-13%	-5%	3%	66%	3.7%
COCCN1C(=S)N[C@@H](c2cccc(F)c2)C(C(=O)OC)=C1C	14%	?	nt	?	nt
CCn1c(SCc2cccc(OC)c2)nc2ccccc2c1=O	3%	4%	-7%	31%	1.6%
CC1CCCN(c2nc3c(c(=O)[nH]c(=O)n3C)n2CCCc2ccccc2)C1 (centres undefined)	12%	9%	10%	nt	5.9%
Cc1ccc(S(=O)(=O)CCN2C=CC(C(F)(F)F)=NCC2)cc1	5%	3%	nt	5%	?
O=C(CCN1CCN(C/C=C/c2ccccc2)CC1)Nc1ccccc1F	11%	-7%	-6%	nt	1.7%
CC(C)CC(=O)Nc1cc2nn(-c3ccccc3)nc2cc1Cl	9%	-11%	4%	-3%	i
Cc1noc(C)c1C(=O)Nc1ccccc1-c1ccccc1	-3%	2%	4%	-2%	2.9%
Fc1ccc(CN2CCN(c3ncccn3)CC2)cc1	9%	4%	-2%	6%	i
Cc1ccc2c(c1)CCCN2C(=O)c1ccncc1	-5%	10%	3%	19%	2.8%
CCN(CC)S(=O)(=O)c1ccc2nc(CSc3nnnn3-c3ccc(O)cc3)[nH]c2c1	-4%	nt	1%	44%	3.3%

Continued, starting with the last two of the part before.
SMILES	PhoP GFP inhibition	H37Rv inhibition	influenza NS1A	tuberculosis growth	inhibitors of VEEV	others
Cc1ccc2c(c1)CCCN2C(=O)c1ccncc1	-5%	10%	3%	19%	2.8%
CCN(CC)S(=O)(=O)c1ccc2nc(CSc3nnnn3-c3ccc(O)cc3)[nH]c2c1	-4%	nt	1%	44%	3.3%
COC(=O)NNC(=O)C(C)Oc1ccc(Cl)cc1Cl (centres undefined)	-16%	-7%	-1%	4%	4.1%
CCOC(=O)C1=C(CSc2nc(CC)c(C)cc2C#N)OC(N)=C(C#N)C1c1ccc(OC)cc1 (centres undefined)	-8%	0%	1%	79%	6.2%
Oc1cc(OCc2ccccc2)ccc1-c1[nH]ncc1-c1ccccc1	8%	27%	3%	-13%	4.5%
Cc1ccc(NC(=O)CN(C)S(=O)(=O)c2cccc3cccnc23)cc1F	-27%	10%	-6%	13%	2.8%
c1csc(CNc2ncnc3sccc23)c1	9%	38%	-3%	5%	i
Clc1cccc(Cl)c1C1=NOC(c2nnc(-c3ccccc3)o2)C1 (centres undefined)	-5%	6%	8%	72%	0.2%
COc1cccc(CNC(=O)CCC(=O)N2Cc3cccc(OC)c3Oc3ncccc32)c1OC	8%	-3%	-5%	-3%	0.7%
CC/C(Cc1ccccc1)=N\NC(=O)c1cc(C)oc1C	0%	-2%	6%	6%	0.9%

For convenience, some entries already given:
SMILES	PhoP GFP inhibition	H37Rv inhibition	influenza NS1A	tuberculosis growth	inhibitors of VEEV	others
CC1CCCCC1Nc1nc2ccc(Cl)cc2n2cnnc12 (centres undefined)	1%	59%	-10%	43%	1.6%
O=c1c2oc3ccccc3c2ncn1Cc1cccc(Cl)c1	3%	5%	11%	2%	0.1%
O=C(CN1C(=O)COc2ccccc21)NCCCN1CCOCC1	-11%	10%	-3%	-17%	3.8%
